GLS inh – inhibitors of human glutaminase (GLS) | GLS enzymatic activity, qHTS titration | Potency, µM (top dose mostly 45.5 µM), without a hit: at the highest dose activity change, negative = inhibition, hits mostly inhibitors | hit rate 0.21% among 410,000; note: potency is the fitted concentration of half-maximal effect; % is set by controls: 0 for no effect and ±100 for the full control effect
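Read-out is an Amplex red fluorescence increase coupled through glutamate oxidase and HRP, measured before and after 30 min room-temperature incubation. hKGA is in 45 mM KH2PO4 (pH 8.2) with 0.02% Tween-20; glutamine added as 1mM solution.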
TrxR1 inh – blocks rat thioredoxin reductase 1. O89049. recombinant rTrxR1, NADPH fluorescence consumption, selenite substrate. Potency, µM (doses to about 114 µM), for inactives: at the top dose activity change, negative = inhibition, hits mostly inhibitors. hit rate 1% among 390,000; note: potency is the fitted concentration of half-maximal effect; % is set by controls: 0 for no effect and ±100 for the full control effect; nearly all actives have a fitted effect of over 65% in size
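Rat TrxR1 (90 nM in the dispensed reagent) was pre-reduced with 400 uM NADPH for 5 min at room temperature, then incubated with compound for 15 min. After 400 uM selenite was added, NADPH fluorescence (Ex 340/Em 450 nm) was followed for 8 min.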
IDH1 R132H inh – inhibitors of human mutant IDH1 R132H; O75874; IDH1-R132H enzyme, NADPH consumption, diaphorase/resazurin fluorescence; Potency, µM (doses to about 76.6 µM), without a hit: at the highest dose activity change, negative = inhibition, usual class: inhibitors; hit rate 0.093% among 390,000; AID 602179; note: potency is the fitted concentration of half-maximal effect; % is set by controls: 0 for no effect and ±100 for the full control effect; nearly all actives have a fitted effect of over 65% in size
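IDH1-R132H (0.5 ug/mL) preincubated 30 min with compound, then NADPH (0.016 mM) and alpha-KG (2 mM) added; 80 min at RT, pH 7.5. Remaining NADPH coupled via diaphorase/resazurin to fluorescence (540/590 nm); concentration-response curves normalized to no-enzyme control.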
Pin1 inhibitor – human Pin1 inhibition; Pin1 FP peptide displacement, HiFluor488, 10 min; Potency, µM (titrated, usually from 115 µM), for inactives: top-dose activity, negative = inhibition, usual class: inhibitors; hit rate 0.009% among 390,000; active = well fitted inhibition curve with a large enough effect in the polarisation, with a control signal flat, not every such curve was filed as active; inconclusive = small, poorly fitted or top-dose-only effect, or effect the other way, or a change in a side signal; inactive = no such curve, though single readings can be large or run the other way; the % refers to the polarisation; note: potency is the fitted concentration of half-maximal effect; % is set by controls: 0 for no effect and ±100 for the full control effect
PI4K2A inh – inhibitors of human PI4K2A | Q9BTU6 | purified PI4K2A, ADP-Glo luminescence, 1 h; hits give low values | activity change, negative = inhibition, % at 76.9 µM | hit rate 0.13% among 420,000 | AID 1346378; in the data active = activity change below about -50%; inconclusive = mostly about -30% to -49%;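 note: -100% = wells without enzyme as full effect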
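PI4K2A activity was measured by ADP-Glo luminescence: enzyme (4 ug/mL stock) and phosphatidylinositol (1.2 mM stock) in Tris pH 7.5/MgCl2/EGTA/Triton X-100 buffer were reacted with ATP (300 microM stock) for one hour at ambient temperature.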
Tb PGK inh – T. brucei PGK inhibition; P07378; PGK/GAPDH coupled, Kinase-Glo luminescence, 60 min; Potency, µM (top dose mostly 57.5 µM), for inactives: top-dose activity change, negative = inhibition, hits mostly inhibitors; hit rate 0.043% among 380,000; AID 602233; note: potency is the fitted concentration of half-maximal effect; % is set by controls: 0 for no effect and ±100 for the full control effect; nearly all actives have a fitted effect of over 60% in size
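Recombinant glycosomal PGK reaction used 1,3-bisphosphoglycerate generated in-well by GAPDH (100nM final) in 100mM TEA pH 7.6, 5mM MgCl2, 0.01% Tween-20. After 60 minutes at room temperature, ATP was read by Kinase-Glo Plus luminescence end-point.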
USP1-UAF1 inh – inhibitors of human USP1/UAF1 deubiquitinase; AID 743255; recombinant USP1/UAF1, Ub-Rhodamine cleavage fluorescence; O94782; Potency, µM (titrated, usually from 57.1 µM), for the others: top-dose activity change, negative = inhibition, hits mostly inhibitors; hit rate 0.23% among 390,000; note: potency is the fitted concentration of half-maximal effect; % is set by controls: 0 for no effect and ±100 for the full control effect; nearly all actives have a fitted effect of over 60% in size; inactives centre near -12
Target sequence (O94782 whole entry, looked up): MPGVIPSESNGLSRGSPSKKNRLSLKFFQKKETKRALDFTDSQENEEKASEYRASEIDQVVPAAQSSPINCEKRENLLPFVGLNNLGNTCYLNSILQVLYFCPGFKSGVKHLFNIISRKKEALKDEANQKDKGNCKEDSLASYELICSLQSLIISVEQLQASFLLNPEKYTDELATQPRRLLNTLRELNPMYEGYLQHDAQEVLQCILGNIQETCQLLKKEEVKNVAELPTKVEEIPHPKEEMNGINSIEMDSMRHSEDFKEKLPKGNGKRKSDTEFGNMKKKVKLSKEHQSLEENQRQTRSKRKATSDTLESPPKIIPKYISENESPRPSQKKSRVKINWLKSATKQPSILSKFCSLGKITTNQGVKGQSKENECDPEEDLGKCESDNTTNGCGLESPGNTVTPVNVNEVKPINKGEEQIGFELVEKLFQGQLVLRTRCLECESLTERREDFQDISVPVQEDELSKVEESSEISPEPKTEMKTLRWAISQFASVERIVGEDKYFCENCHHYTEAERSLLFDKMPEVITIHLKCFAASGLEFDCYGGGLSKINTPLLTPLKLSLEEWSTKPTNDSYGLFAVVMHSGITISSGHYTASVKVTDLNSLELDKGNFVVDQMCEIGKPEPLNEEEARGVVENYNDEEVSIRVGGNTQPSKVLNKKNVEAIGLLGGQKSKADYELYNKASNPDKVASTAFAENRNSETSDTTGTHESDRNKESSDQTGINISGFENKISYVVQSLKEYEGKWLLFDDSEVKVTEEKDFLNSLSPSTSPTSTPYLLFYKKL
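USP1/UAF1 complex at 1 nM was preincubated with compound for 15 min at room temperature, then Ub-Rho substrate (150nM final) was added. Fluorescence (480/540 nm) was read kinetically, 6 reads every 60 seconds.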
HP1b chromo inh – blocks HP1-beta chromodomain binding to methylated histone tails. P83916. AlphaScreen HP1-beta / biotin-H3K9me3 peptide binding. Potency, µM (series often up to 114 µM), for the others: at the highest dose activity change, negative = inhibition, most hits filed as inhibitors. hit rate 0.56% among 390,000; note: potency is the fitted concentration of half-maximal effect; nearly all actives have a fitted effect of over 70% in size; inactives centre near 23
Target sequence (P83916 whole entry, looked up): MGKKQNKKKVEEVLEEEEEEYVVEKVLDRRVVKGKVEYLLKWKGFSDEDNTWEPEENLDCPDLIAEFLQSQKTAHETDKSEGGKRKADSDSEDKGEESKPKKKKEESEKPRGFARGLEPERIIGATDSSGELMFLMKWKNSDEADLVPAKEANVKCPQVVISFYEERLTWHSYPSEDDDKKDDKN
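Compound inhibition of the preformed complex between 50 nM HP1-beta and 50 nM biotinylated H3K9me3 peptide was read by AlphaScreen. Buffer was PBS pH 7.4 with 0.01% Tween-20. Incubations ran 30 min at room temperature, with 10 ug/mL donor/acceptor beads.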
TrxR1 substrate – is turned over as a substrate by rat TrxR1. hit rate 0.01% among 390,000. purified TrxR1 substrate turnover, NADPH consumption readout. Potency, µM (series often up to 114 µM), for the others: at the top dose activity change, negative = substrate turnover. AID 588456; note: potency is the fitted concentration of half-maximal effect; % is set by controls: 0 for no effect and ±100 for the full control effect; nearly all actives have a fitted effect of over 50% in size
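Rat TrxR1, dispensed at 90 nM, was prereduced with 400 uM NADPH (final) for 5 min at ~22 deg C, then incubated with compound 15 min before 400 uM selenite. A first-read NADPH fluorescence drop versus no-compound background flagged substrates.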
* hit, by the source's call; i = inactive; ? = inconclusive; nt = not tested or not shown; [ ] = remark or other dose. Unless noted, calls come from the whole dose curve; as a rule, active = well fitted curve in the direction sought with a large enough effect; inconclusive = small, poorly fitted or top-dose-only effect, or another doubt; inactive = no such curve, though single readings can be large; an effect the other way counts as inactive or inconclusive. These rows are one share of the data; rates above refer to the full screens.

no.	SMILES	TrxR1 inh	Pin1 inhibitor	USP1-UAF1 inh	PI4K2A inh	GLS inh	IDH1 R132H inh	HP1b chromo inh	TrxR1 substrate	Tb PGK inh
1	CCn1cc(C(=O)NCC2CCCO2)c(=O)c2cc(S(=O)(=O)N(C)C3CCCCC3)ccc21 (centres undefined)	5%[57.1 µM]	4%	-12%	-1	0%	12%	48%[activator]	-7%[57.1 µM]	-7%
2	Cc1ccc(C2CC(c3cccc(NS(C)(=O)=O)c3)=NN2S(C)(=O)=O)cc1 (centres undefined)	15%	-2%	-17%	1	-6%	14%	41%[activator]	-3%	-6%
3	O=C(Nc1sc2c(c1CN1CCOCC1)CCC2)c1ccc(F)cc1	-11%	5%	-18%	-4	16%	0%	11%	11%	0%
4	Cc1ccc(/C=C2\CCOC2=O)cc1	11%	-2%	-20%	-22	0%	5%	-9%[57 µM]	0%	2%
5	O=C(Nc1cccc(S(=O)(=O)N2CCCC2)c1)c1ccc(Cl)nc1	0%	-1%	-30%	-5	-7%	-12%	20%	-1%	-17%
6	Cc1ccc(-c2cn3cccnc3n2)cc1NC(=O)c1c(-c2ccccc2Cl)noc1C	-69%	-1%	-6%	-1	-1%	0%	21%	485%[activator]	-6%
7	Cc1sc2c(c1C)c(=O)n(CCc1ccccc1)c(=O)n2Cc1cccc(F)c1	20%	1%	?	-1	0%	nt	12%	-2%	nt
8	CC1CCN(C(=O)COC(=O)c2cc(Cl)c3c(c2)OCO3)CC1	8%	1%	-18%	0	-1%	2%	18%	-1%	i
9	Cc1ccc(S(=O)(=O)N2CCN(c3ncnc4sccc34)CC2)cc1	23%	-1%	-10%	0	-4%	-6%	36%	-1%	-4%
10	Cc1cc(C(=O)NCCC2=CCCCC2)ccc1[N+](=O)[O-]	17%[57.1 µM]	-2%	-15%	-3	6%	4%	6%	-5%	-3%
11	CCc1ccc(OCCCC(=O)Nc2nnc(C3CCCO3)s2)cc1 (centres undefined)	20%[57.1 µM]	1%	-16%	4	-24%	3%	19%	-15%[57.1 µM]	i
12	Cc1ccc(N2C(N)=C(C#N)C(c3ccsc3)C3=C2CC(C)(C)CC3=O)cc1 (centres undefined)	?	10%	?	-13	14%	0%	39%[activator]	2%	-5%
13	O=C(N/N=C/c1ccncc1)C1CC1(c1ccccc1)c1ccccc1 (centres undefined)	5%[57.1 µM]	-5%	-9%	-1	1%	-3%	13%	-22%[57.1 µM]	i
14	CC1=N/C(=C\c2ccc([N+](=O)[O-])cc2)C(=O)N1c1ccc(F)cc1F	-14%	6%	-4%	-1	3%	-23%	7%	-12%	7%
15	CN=c1scc(-c2cccs2)n1/N=C/c1ccccc1O	2%	37%[activator]	-21%	-20	12%	8%	?	1%	-8%
16	N/C(=N\OC(=O)Cc1ccc(-c2ccccc2)cc1)c1cccnc1	-6%	-2%	-6%	-1	0%	1%	25%	-2%	7%
17	COc1cc(NS(=O)(=O)c2ccc3c(c2)C(C)(C)C(=O)N3C)cc(OC)c1	18%[57.1 µM]	-14%	-20%	-6	-2%	-6%	30%	8%[57.1 µM]	-8%
18	Cc1ccc(C(=O)NCC(=O)NC2CC2)cc1	-16%	8%	1%	-5	3%	4%	23%	-12%	1%
19	COc1cccc(CNC(=O)C2CCCN(c3nc4ccccc4o3)C2)c1 (centres undefined)	2%[57.1 µM]	-6%	-5%	2	-3%	7%	57%[activator]	9%[57.1 µM]	i
20	CC(CC(=O)NCc1ccc(Cl)cc1)c1ccccc1 (centres undefined)	4%	-2%	-7%	-4	-3%	-10%	36%[activator]	-4%	6%
21	CCOC(=O)c1ccc(NC(=O)CSc2nnc(CNC(=O)c3ccc(OC)cc3)n2CC)cc1	5%	-8%	-23%	2	6%	-3%	38%	5%	-4%
22	O=C(Nc1ccccc1)c1ccc2nsnc2c1	1%	?	-8%	-8	6%	3%	19%	-8%	-12%
23	Cc1ccc(NC(=O)c2cc(S(=O)(=O)NCC3CCCO3)ccc2F)cc1 (centres undefined)	nt	nt	-25%	-2	2%	5%	nt	nt	0%
24	CCOC(=O)C1=C(c2ccccc2)NC(=S)NC1c1ccc(C)c([N+](=O)[O-])c1 (centres undefined)	-21%	-2%	-10%	6	-19%	5%	21%	-19%	i
25	CCc1nnc(SCc2nc(-c3ccc(OC)cc3)oc2C)c2cc3sccc3n12	10%	31%[activator]	-8%	-4	-13%	-1%	22%	-4%	-2%
26	CCCOc1ccc(C2C(C(=O)c3ccc(C)o3)=C(O)C(=O)N2CCCn2ccnc2)cc1 (centres undefined)	-24%	5%	-23%	8	29%	-4%	-9%	-2%	i
27	Cn1c(=O)n(C)c2cc(S(=O)(=O)Nc3ccccc3)ccc21	0%	-10%	-13%	2	4%	-6%	-1%	-5%	-4%
28	CCC(=O)N1CCCc2cc(S(=O)(=O)CCC(=O)Nc3ccccc3C)ccc21	24%	0%	-10%	6	-4%	14%	25%	2%	-3%
29	C=CCn1c(O)c(N=NC(=O)c2ccc3c(c2)OCO3)c2ccccc21	39%[activator][57.1 µM]	-9%	-10%	3	-11%	11%	43%[activator]	9%[57.1 µM]	i
30	NC(=O)c1ccsc1NC(=O)CS(=O)(=O)c1ccc(Cl)cc1	-8%	1%	-18%	2	-6%	9%	31%[activator]	-3%	i
31	CN(C)C(=O)N1CCC(C(=O)NCc2ccc(F)cc2)CC1	2%	3%	-3%	2	2%	-6%	34%	-4%	4%
32	COc1cccc(-n2c(CNc3ccc(F)cc3)nnc2SCC(N)=O)c1	2%	2%	-8%	1	1%	0%	27%	4%	nt
33	CC(=O)c1c(C)[nH]c(C(=O)OCC(=O)N2CCN(S(=O)(=O)c3ccc(C)cc3)CC2)c1C	-16%	1%	-9%	2	0%	-3%	5%	-6%	-1%
34	CCOC(=O)c1ccccc1NC(=O)c1cnc(N2CCOCC2)c2ccccc12	15%[57.1 µM]	12%	-16%	-2	6%	0%	64%[activator][57 µM]	6%[57.1 µM]	-8%
35	Cc1ccccc1NC(=O)NCc1cccnc1	11%[11.4 µM]	-7%	-9%	-1	1%	-1%	14%	5%[11.4 µM]	i
36	O=C(Cc1ccc(Cl)cc1)Nc1ccc(Br)cc1	21%[57.1 µM]	0%	6%	-2	-9%	8%	21%	2%	0%
37	CN(C)/[N+]([O-])=N/Oc1cc(ON=[N+]([O-])N2CCN(c3ncccn3)CC2)c([N+](=O)[O-])cc1[N+](=O)[O-]	?	-10%	nt	nt	nt	nt	53%[activator]	-16%	nt
38	CCOc1ccccc1NC(=O)CSc1nnc2ccc(-c3ccccn3)nn12	19%	-1%	-8%	0	5%	6%	-1%	2%	i
39	Cc1ccc(CCNS(=O)(=O)c2ccc3c(c2)NC(=O)C(C)C(=O)N3)cc1 (centres undefined)	-5%[57.1 µM]	-10%	-12%	0	-2%	0%	28%	3%	-2%
40	CC1CCC(NS(=O)(=O)c2ccc(N3CCCC3=O)cc2)CC1 (centres undefined)	1%	-3%	-22%	-4	2%	11%	32%	0%	-5%
41	CCCCN1Cc2c(nc3cc(-c4ccco4)[nH]n3c2=O)C1=O	49%[activator]	-7%	-19%	-12	-1%	2%	57%[activator]	332%[activator]	-8%
42	CCN(CC)C(=O)C1CCN(S(=O)(=O)c2ccc3c(c2)CCCN3C(C)=O)CC1	18%[57.1 µM]	-12%	-23%	-2	2%	21%	33%[57 µM]	3%[57.1 µM]	i
43	O=C(COc1ccccc1Cl)N1CCN(C(=O)c2ccco2)CC1	-12%	-1%	-13%	1	1%	-10%	7%	-11%	-5%
44	O=[N+]([O-])c1ccc(NCCCN2CCOCC2)c([N+](=O)[O-])c1	1%[57.1 µM]	1%	-24%	3	0%	-9%	-16%	-2%[57.1 µM]	-7%
45	Cc1cc(=O)[nH]c(SCC(=O)Nc2ccccc2C)n1	5%	10%	-13%	-3	0%	-3%	37%	-2%	5%
46	CC(C)(C)OC(=O)c1c(N)n(CCCN2CCCC2=O)c2nc3ccccc3nc12	-5%	-1%	-24%	-1	3%	2%	41%[activator]	754%[activator]	3%
47	CCOC(=O)C1(CCOc2ccccc2)CCN(Cc2cc(OC)cc(OC)c2)CC1	-7%	1%	-9%	-7	-3%	8%	45%[activator]	-7%	-1%
48	CC(C)c1csc(CN2CCC(CO)(Cc3cccc(F)c3)CC2)n1	26%[57.1 µM]	-3%	-24%	2	0%	6%	9%	-11%	2%
49	Cc1ccc(Nc2nc(-c3ccncc3)cs2)cc1	11%[57.1 µM]	1%	?	0	12%	-6%	9%	-2%[57.1 µM]	-6%
50	Cc1cccc(N2C(=O)C(Cl)=C(Nc3c(C)n(C)n(-c4ccccc4)c3=O)C2=O)c1C	22µM*	6%	-10%	-12	9%	-9%	22%	6%	nt
51	Cc1cc(C)nc(NS(=O)(=O)c2ccc(N3Cc4ccccc4C3=O)cc2)n1	11%	2%	-3%	9	-4%	9%	20%	1%	i
52	O=C(Nc1ccncc1)c1sc2ccccc2c1Cl	17%[57.1 µM]	-1%	-11%	1	67%[activator]	8%	24%	-2%[57.1 µM]	-9%
53	COc1ccc(NC(=O)C(=O)Nc2cccc3ccccc23)c(OC)c1	10%[57.1 µM]	-7%	-2%	1	-3%	8%	10%	4%[57.1 µM]	0%

Bioassay records from PubChem BioAssay.
